Screening data: PubChem, several laboratories
Runt-SMMHC FRET: inhibitors of RUNX1 Runt–CBFb-SMMHC binding, primary screen, biochemical, FRET, Cerulean-Runt, Venus-CBFb-SMMHC, uHTS | Runt-related transcription factor 1 (Homo sapiens) + Core-binding factor subunit beta … | Cerulean-Runt/Venus-CBFb-SMMHC FRET ratio 530/480, 1 h | inhibition, % at 20 µM | 220,000 compounds, 0.74% hits | AID 1434, 2008;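 active means mean inhibition across duplicate retests at 20 µM reaching about 50%, limit read from the data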;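 further: 0% = DMSO wells and 100% = wells with excess untagged CBFb-SMMHC; inhibitors lower the FRET ratio by blocking Runt binding to CBFb-SMMHC; some results filed as inactive read as strong as hits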
NPY2 pot ag: NPY-Y2 potentiators or agonists, primary screen, cell-based; activation, % at 3.6 µM; Neuropeptide Y receptor type 2 (Homo sapiens), P49146; 220,000 compounds, 0.45% hits; cells expressing NPY-Y2, potentiator/agonist read-out; AID 1359, 2008; in the data active means activation above about 27%;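 further: cells stimulated with NPY near EC25 plus isoproterenol at EC100; 0% = vehicle plus submaximal agonist and 100% = vehicle plus saturating agonist; some results beyond the cut were filed as inactive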
MDM2 E3 inh: MDM2-luciferase reporter signal enhancers, primary screen, MDM2 E3 ligase inhibitor project, cell-based, luminescence, 1536-well. 210,000 compounds, 0.11% hits. E3 ubiquitin-protein ligase Mdm2 (Homo sapiens), Q00987. AID 1230, 2008. cell-based MDM2 ubiquitination luciferase reporter, 2 h; 0 = plate control, 100 = twice control, blank-subtracted. signal enhancement, % at 5 µM;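 active means signal enhancement of 30% or more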;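 further: luminescence tracks abundance of the self-degrading MDM2-luciferase fusion protein; higher signal means inhibition of MDM2 E3 ligase activity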
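System: stable MDM2–luciferase fusion reporter cells / Input: 2000 cells seeded into each well / Schedule: 4 h settle plus 2 h compound, 37 °C / Compound: single-point 5 µM / Buffer or medium: cells held in DMEM / Benchmarks: control and blank well means / Evaluation: percent signal gain over controls, blank-subtracted / Measured by: luciferase luminescence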
RBBP9 inh: human RBBP9 inhibitors, primary screen, biochemical, fluorescence polarization, FP-Rh probe, HTS; 220,000 compounds, 0.2% hits; AID 1515, 2009; recombinant RBBP9; inhibition, % at 7.94 µM; Serine hydrolase RBBP9 (Homo sapiens), O75884;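 active means inhibition above the campaign mean of all tested compounds plus 3 SD, cut at about 14% in these data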;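 further: plate controls were DMSO wells with RBBP9 for no effect and wells lacking RBBP9 protein for full effect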
Target sequence (O75884 whole entry, looked up): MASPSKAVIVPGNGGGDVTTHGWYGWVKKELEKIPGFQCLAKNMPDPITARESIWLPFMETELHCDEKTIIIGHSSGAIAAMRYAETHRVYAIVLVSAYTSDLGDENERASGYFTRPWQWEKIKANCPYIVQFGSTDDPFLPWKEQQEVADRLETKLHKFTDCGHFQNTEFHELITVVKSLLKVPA
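Controls: DMSO-treated enzyme wells and wells lacking RBBP9 | Material: RBBP9 protein | Technique: Fluorescence polarization | Replication: Single well per compound, no replicates | Buffer or medium: Tris-NaCl-Pluronic buffer, pH 8.0 | Timing: 30 min compound preincubation, 45 min probe labeling, 25 °C | Read-out basis: Percent inhibition from mP, scaled between DMSO and no-protein wells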
p97 ATPase inh: inhibitors of human p97 ATPase, primary screen, biochemical; AID 1481, 2009; Transitional endoplasmic reticulum ATPase (Homo sapiens), P55072; recombinant p97 ATPase, Kinase-Glo ATP luminescence, 3 h; 220,000 compounds, 0.42% hits; inhibition, % at 8 µM; in the data active means inhibition above about 15%;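 further: 0% = DMSO vehicle and 100% = wells lacking enzyme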
Runt-CBFb FRET: inhibitors of RUNX1 Runt–CBFb binding, primary screen, biochemical, FRET, Cerulean-Runt, Venus-CBFb, uHTS | Runt-related transcription factor 1 (Homo sapiens) + Core-binding factor subunit beta … | 220,000 compounds, 0.46% hits | AID 1496, 2009 | Cerulean-Runt/Venus-CBFb FRET ratio 530/480, 1 h | inhibition, % at 20 µM;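 active means inhibition over about 50% at 20 µM in the single-dose screen, limit read from the data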;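 further: 0% = DMSO wells and 100% = excess unlabeled CBFb competitor control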
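Assay system: Cerulean-tagged RUNX1 Runt domain (FRET donor) fusion protein / Amount: 100 nM each of Venus-CBFb and Cerulean-Runt domain / Medium: Tris buffer pH 7.5 with salts and BSA / Also added: Venus-CBFb 100 nM / Schedule: 1 h complex formation plus 1 h compound treatment, room temperature / Signal: FRET fluorescence / Read-out: loss of energy transfer signal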
NPY-Y1 antag: NPY-Y1 receptor antagonists, primary screen, cell-based | Neuropeptide Y receptor type 1 (Homo sapiens), P25929 | HEK293-CNG Y1 cells, membrane potential fluorescence; NPY at EC95, then isoproterenol | inhibition, % at 3.6 µM | 200,000 compounds, 1% hits | AID 1040, 2008;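 active means inhibition above the campaign mean inhibition of all tested compounds plus 3 SD, cut at about 20% in these data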;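 further: 0% = DMSO wells given NPY plus isoproterenol and 100% = isoproterenol alone without NPY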
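Material: HEK293 cells with Y1 receptor plus CNG channel; times: compound incubation 1 h at room temperature, readout 45 min post-stimulation; signal: fluorescence, membrane potential probe; read-out basis: fluorescence ratio normalized to % inhibition between controls; benchmarks: full-block control isoproterenol-only wells, zero-block control NPY plus isoproterenol wells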
NPY-Y1 PAM-ag: NPY-Y1 receptor potentiators or agonists, primary screen, cell-based; activation, % at 3.6 µM; NPY-Y1 expressing cells, potentiator/agonist activation; Neuropeptide Y receptor type 1 (Homo sapiens), P25929; 220,000 compounds, 0.37% hits; AID 1304, 2008; in the data active means activation above about 33%, passing the limit was not always enough;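 further: cells stimulated with NPY at EC10 then isoproterenol at EC100; 0% = low agonist plus stimulus and 100% = saturating agonist plus stimulus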
Hck-Nef inh: inhibitors of Nef-activated human Hck kinase, primary screen, biochemical, Z-Lyte FRET, 384-well, Hck-YEEI. 220,000 compounds, 0.68% hits. inhibition, % at 20 µM. AID 463187, 2010. Recombinant Hck-YEEI plus Nef, Z-Lyte FRET kinase assay;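 active means Hck-Nef kinase inhibition above about 50%, limit read from the data; inactive means inhibition below that limit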;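 further: 0% = DMSO with Hck plus Nef and 100% = Hck alone without Nef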
Target sequence (P08631 whole entry, looked up): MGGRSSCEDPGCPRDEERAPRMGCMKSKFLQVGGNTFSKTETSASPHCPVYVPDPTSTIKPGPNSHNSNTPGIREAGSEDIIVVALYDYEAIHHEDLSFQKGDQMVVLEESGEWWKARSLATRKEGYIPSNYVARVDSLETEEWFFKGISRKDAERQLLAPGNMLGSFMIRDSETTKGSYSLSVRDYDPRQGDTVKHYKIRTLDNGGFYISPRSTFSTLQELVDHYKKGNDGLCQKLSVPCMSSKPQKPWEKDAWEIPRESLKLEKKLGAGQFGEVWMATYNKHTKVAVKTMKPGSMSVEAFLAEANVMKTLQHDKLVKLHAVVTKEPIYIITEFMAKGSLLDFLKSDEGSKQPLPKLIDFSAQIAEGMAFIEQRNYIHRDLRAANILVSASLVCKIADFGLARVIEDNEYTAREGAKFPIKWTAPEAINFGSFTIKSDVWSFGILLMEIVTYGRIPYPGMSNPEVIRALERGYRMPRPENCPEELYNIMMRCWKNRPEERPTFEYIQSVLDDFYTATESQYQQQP
* hit, by the source's call.

What do the screens show for `Cc1ccccc1N1CC(c2nc3ccccc3[nH]2)CC1=O` (stereo unspecified)?
Runt-SMMHC FRET: -1; NPY2 pot ag: -3; MDM2 E3 inh: -2; RBBP9 inh: -10; p97 ATPase inh: 5; Runt-CBFb FRET: -2; NPY-Y1 antag: 1; NPY-Y1 PAM-ag: 2; Hck-Nef inh: -1

What do the screens show for `COc1ccc(OC)c(CNC(=O)C2CCCN(c3nc4ccccc4o3)C2)c1` (stereo unspecified)?
Runt-SMMHC FRET: -4; NPY2 pot ag: -34; MDM2 E3 inh: -16; RBBP9 inh: -2; p97 ATPase inh: 1; Runt-CBFb FRET: -1; NPY-Y1 antag: 8; NPY-Y1 PAM-ag: -44; Hck-Nef inh: -2

How did Cc1ccccc1NC(NC(=O)c1cccnc1)C(Cl)(Cl)Cl (stereo unspecified) do in these assays?
Runt-SMMHC FRET: 2; NPY2 pot ag: -10; MDM2 E3 inh: -10; RBBP9 inh: -6; p97 ATPase inh: 1; Runt-CBFb FRET: 2; NPY-Y1 antag: -4; NPY-Y1 PAM-ag: 15; Hck-Nef inh: 2

Results for CC(C)[C@H](NC(=O)CCCn1nnc2ccccc2c1=O)C(=O)O ?
Runt-SMMHC FRET: -3; NPY2 pot ag: 0; MDM2 E3 inh: -73; RBBP9 inh: 1; p97 ATPase inh: 5; Runt-CBFb FRET: 0; NPY-Y1 PAM-ag: 3; Hck-Nef inh: 14

What do the screens show for `Cc1[nH]c2ccccc2c1SCC(=O)NNC(=O)Nc1ccc(OC(F)(F)F)cc1`?
Runt-SMMHC FRET: -4; NPY2 pot ag: 18; MDM2 E3 inh: -8; RBBP9 inh: 7; p97 ATPase inh: 9; Runt-CBFb FRET: 0; NPY-Y1 PAM-ag: 17; Hck-Nef inh: 2

How did CCOC(=O)c1csc(NC(=O)c2cc(=O)c3ccccc3o2)n1 do in these assays?
Runt-SMMHC FRET: 2; NPY2 pot ag: 11; MDM2 E3 inh: -15; RBBP9 inh: -6; p97 ATPase inh: 4; Runt-CBFb FRET: -2; NPY-Y1 antag: 3; NPY-Y1 PAM-ag: 1; Hck-Nef inh: 18

How did CCOC(=O)c1[nH]c(C=O)c(C(=O)OCC)c1C do in these assays?
NPY2 pot ag: -1; MDM2 E3 inh: -2; RBBP9 inh: -4; p97 ATPase inh: 4; NPY-Y1 antag: -8; NPY-Y1 PAM-ag: 14; Hck-Nef inh: 29

What do the screens show for `Cc1ccc(/C=C/C(=O)c2ccc(N3CCOCC3)cc2)s1`?
Runt-SMMHC FRET: -68; NPY2 pot ag: -4; MDM2 E3 inh: -50; RBBP9 inh: -9; p97 ATPase inh: 2; Runt-CBFb FRET: -24; NPY-Y1 antag: 3; NPY-Y1 PAM-ag: -30; Hck-Nef inh: 17

What do the screens show for `Cc1ccc(NC2=C(N3CCCCC3)C(=O)c3ccccc3C2=O)cc1`?
Runt-SMMHC FRET: 1; NPY2 pot ag: -15; MDM2 E3 inh: -22; RBBP9 inh: -4; p97 ATPase inh: -1; Runt-CBFb FRET: -1; NPY-Y1 antag: 8; NPY-Y1 PAM-ag: -28; Hck-Nef inh: 6

How did CCOc1ccccc1C(=O)N1CCN(c2ccc(C(F)(F)F)cn2)CC1 do in these assays?
Runt-SMMHC FRET: 0; NPY2 pot ag: -5; MDM2 E3 inh: -18; RBBP9 inh: -1; p97 ATPase inh: -5; Runt-CBFb FRET: -3; NPY-Y1 antag: 5; NPY-Y1 PAM-ag: -21; Hck-Nef inh: 12

What do the screens show for `COc1ccc(NC(=O)N2CCCC2C(=O)NCc2ccc(C)cc2)cc1` (stereo unspecified)?
Runt-SMMHC FRET: 0; NPY2 pot ag: 10; MDM2 E3 inh: -19; RBBP9 inh: -5; p97 ATPase inh: 1; Runt-CBFb FRET: 1; NPY-Y1 antag: -2; NPY-Y1 PAM-ag: 13; Hck-Nef inh: 17

What do the screens show for `COc1ccc(C2N(S(=O)(=O)c3ccccc3)CCN2S(=O)(=O)c2ccc(C)cc2)cc1` (stereo unspecified)?
Runt-SMMHC FRET: -2; NPY2 pot ag: -16; MDM2 E3 inh: -13; RBBP9 inh: -7; p97 ATPase inh: -5; Runt-CBFb FRET: 0; NPY-Y1 antag: 5; NPY-Y1 PAM-ag: -41; Hck-Nef inh: 1

Results for N/C(=N\OC(=O)CC(c1ccccc1)c1ccccc1)c1cccnc1 ?
Runt-SMMHC FRET: -1; NPY2 pot ag: 10; MDM2 E3 inh: -12; RBBP9 inh: -8; p97 ATPase inh: -2; Runt-CBFb FRET: -3; NPY-Y1 antag: 6; NPY-Y1 PAM-ag: 25; Hck-Nef inh: 2

Results for COc1cc(/C(C#N)=C/c2ccccc2)c([N+](=O)[O-])cc1OC ?
Runt-SMMHC FRET: -2; NPY2 pot ag: 20; MDM2 E3 inh: -6; RBBP9 inh: 8; p97 ATPase inh: 2; Runt-CBFb FRET: 9; NPY-Y1 antag: 6; NPY-Y1 PAM-ag: -8; Hck-Nef inh: 3

How did Cc1cc(=O)oc2cc(OCC(=O)NCc3ccco3)ccc12 do in these assays?
Runt-SMMHC FRET: 0; NPY2 pot ag: -1; MDM2 E3 inh: -8; RBBP9 inh: -6; p97 ATPase inh: 0; Runt-CBFb FRET: -2; NPY-Y1 antag: 0; NPY-Y1 PAM-ag: -1; Hck-Nef inh: 0

Results for O=C(O)CCCCCNC(=O)c1ccc(Br)cc1 ?
Runt-SMMHC FRET: -3; NPY2 pot ag: -5; MDM2 E3 inh: -14; RBBP9 inh: -11; p97 ATPase inh: 2; Runt-CBFb FRET: 0; NPY-Y1 antag: 7; NPY-Y1 PAM-ag: 10; Hck-Nef inh: 2

What do the screens show for `O=C(CSc1nnc(Cn2nnc3ccccc32)o1)N(Cc1ccc(Cl)cc1)c1ccccc1`?
Runt-SMMHC FRET: -6; NPY2 pot ag: 6; MDM2 E3 inh: -29; RBBP9 inh: -10; p97 ATPase inh: -3; Runt-CBFb FRET: -2; NPY-Y1 antag: 6; NPY-Y1 PAM-ag: -39; Hck-Nef inh: 1

What do the screens show for `O=C1N/C(=C/c2cccn2-c2ccc(F)cc2)C(=O)N1Cc1ccccc1`?
Runt-SMMHC FRET: 6; NPY2 pot ag: 11; MDM2 E3 inh: -9; RBBP9 inh: 1; p97 ATPase inh: 5; Runt-CBFb FRET: 14; NPY-Y1 antag: 4; NPY-Y1 PAM-ag: 9; Hck-Nef inh: 0

What do the screens show for `O=c1c(Cc2ccc(F)cc2)c(O)ccn1CCc1cnc[nH]1`?
Runt-SMMHC FRET: 0; NPY2 pot ag: 6; MDM2 E3 inh: -19; RBBP9 inh: 7; p97 ATPase inh: 3; Runt-CBFb FRET: -2; NPY-Y1 antag: 6; NPY-Y1 PAM-ag: 2; Hck-Nef inh: 26

Results for O=C(NCC1CCCO1)c1ccc2c3n(nc2c1)-c1ccccc1CO3 (stereo unspecified) ?
Runt-SMMHC FRET: -5; MDM2 E3 inh: 11; Runt-CBFb FRET: 4; Hck-Nef inh: 16

Results for CCc1ccc2nc(NC(=O)CSCc3c(C)noc3C)sc2c1 ?
Runt-SMMHC FRET: -4; NPY2 pot ag: -2; MDM2 E3 inh: 0; RBBP9 inh: -9; p97 ATPase inh: -5; Runt-CBFb FRET: -2; NPY-Y1 antag: -7; NPY-Y1 PAM-ag: 6; Hck-Nef inh: 0

What do the screens show for `O=C1C(C=NCc2ccncc2)=C(O)c2ccccc21`?
Runt-SMMHC FRET: 0; NPY2 pot ag: 12; MDM2 E3 inh: -21; RBBP9 inh: 0; p97 ATPase inh: 3; Runt-CBFb FRET: -1; NPY-Y1 antag: -1; NPY-Y1 PAM-ag: 5; Hck-Nef inh: 0

What do the screens show for `CC12CCC(C(=O)Nc3ccc(Br)cn3)(OC1=O)C2(C)C` (stereo unspecified)?
Runt-SMMHC FRET: 1; NPY2 pot ag: 24; MDM2 E3 inh: -20; RBBP9 inh: -7; p97 ATPase inh: 3; Runt-CBFb FRET: -2; NPY-Y1 PAM-ag: 9; Hck-Nef inh: 1

Results for O=C(Nc1ccc(Oc2nnc(-c3ccccc3)c3ccccc23)cc1)c1ccccc1 ?
Runt-SMMHC FRET: -3; NPY2 pot ag: 4; MDM2 E3 inh: 2; RBBP9 inh: -3; p97 ATPase inh: 2; Runt-CBFb FRET: -1; NPY-Y1 antag: 5; NPY-Y1 PAM-ag: -20; Hck-Nef inh: 2

Among those listed so far, 2 have a COOH group:
Results for CC(C)[C@H](NC(=O)CCCn1nnc2ccccc2c1=O)C(=O)O ?
Runt-SMMHC FRET: -3; NPY2 pot ag: 0; MDM2 E3 inh: -73; RBBP9 inh: 1; p97 ATPase inh: 5; Runt-CBFb FRET: 0; NPY-Y1 PAM-ag: 3; Hck-Nef inh: 14

Results for O=C(O)CCCCCNC(=O)c1ccc(Br)cc1 ?
Runt-SMMHC FRET: -3; NPY2 pot ag: -5; MDM2 E3 inh: -14; RBBP9 inh: -11; p97 ATPase inh: 2; Runt-CBFb FRET: 0; NPY-Y1 antag: 7; NPY-Y1 PAM-ag: 10; Hck-Nef inh: 2
